GSK3A inh: inhibitors of human GSK-3 alpha kinase. P49840. ADP-Glo luminescence, 60 min. inhibition, % at 10 µM. 320,000 compounds, 0.1% hits;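 in the data active means inhibition above about 50%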;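 further: GST-tagged GSK-3 alpha with peptide substrate and 25 µM ATP; 0% = DMSO neutral wells and 100% = GW8510 positive control wells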
Target sequence (P49840 whole entry, looked up): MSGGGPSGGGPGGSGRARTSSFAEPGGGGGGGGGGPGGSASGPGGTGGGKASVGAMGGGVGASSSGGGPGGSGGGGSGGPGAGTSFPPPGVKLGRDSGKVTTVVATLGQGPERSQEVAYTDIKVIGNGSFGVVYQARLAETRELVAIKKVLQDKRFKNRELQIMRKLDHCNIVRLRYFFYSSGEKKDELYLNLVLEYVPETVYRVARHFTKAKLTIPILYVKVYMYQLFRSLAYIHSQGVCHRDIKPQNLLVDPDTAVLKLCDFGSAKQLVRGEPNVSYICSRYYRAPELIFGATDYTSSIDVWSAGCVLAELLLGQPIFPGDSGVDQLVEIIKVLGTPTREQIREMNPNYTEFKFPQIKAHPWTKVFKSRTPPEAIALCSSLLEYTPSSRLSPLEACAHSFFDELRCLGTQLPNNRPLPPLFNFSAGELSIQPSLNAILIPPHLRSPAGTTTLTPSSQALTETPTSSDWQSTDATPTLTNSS
GSK3B inh: human GSK3beta kinase inhibition; P49841; GST-GSK3beta kinase, ADP-Glo luminescence, 60 min; hits give low values; activity score (negative = inhibition), % at 10 µM; 300,000 compounds, 0.038% hits;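 active means more than half of replicate wells score below -50%, meaning over 50% inhibition versus plate controls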;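 further: 0% = median DMSO wells and -100% = median GW8510 positive control wells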
Target sequence (P49841 whole entry, looked up): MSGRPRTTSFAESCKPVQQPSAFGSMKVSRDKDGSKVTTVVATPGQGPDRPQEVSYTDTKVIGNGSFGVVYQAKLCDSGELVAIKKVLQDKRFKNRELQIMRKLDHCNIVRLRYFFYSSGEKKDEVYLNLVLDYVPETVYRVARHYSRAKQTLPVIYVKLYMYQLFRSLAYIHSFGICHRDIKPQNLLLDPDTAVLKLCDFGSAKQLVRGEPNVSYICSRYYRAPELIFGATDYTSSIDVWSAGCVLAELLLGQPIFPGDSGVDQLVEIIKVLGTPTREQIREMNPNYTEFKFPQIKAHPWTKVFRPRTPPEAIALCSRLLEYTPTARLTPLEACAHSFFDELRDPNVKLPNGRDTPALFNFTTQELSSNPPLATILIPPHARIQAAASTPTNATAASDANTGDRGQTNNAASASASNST
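Assay system: GST-fused GSK3beta enzyme, cell-free / Medium: Tris pH 7.5 buffer with MgCl2, DTT, BSA, heparin / Also added: peptide substrate plus 25 µM ATP (final) / Compound: 10 µM single point / Timing: kinase reaction with compound 60 min at room temperature / Detection: ADP-Glo luminescence / Benchmarks: DMSO neutral wells and GW8510 at 20 µM as positive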
HSP90 inh: inhibitors of HSP90 luciferase refolding in rabbit reticulocyte lysate. luciferase refolding luminescence, 3 h. inhibition, % at 5.6 µM. 290,000 compounds, 0.91% hits;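 active means inhibition above the screen-wide mean plus 3 SD, computed separately per campaign, cut at about 16% in these data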;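 further: 0% = DMSO wells and 100% = 60 µM geldanamycin wells; inhibitors lower the luminescence because luciferase stays unfolded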
HSF-1 act: increases HSF-1 driven luciferase reporter signal; NIH3T3-HGL HSF-1 luciferase reporter, MG132, 8 h; 100% = twice DMSO control signal; activation, % at 9 µM; 300,000 compounds, 1.7% hits;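 active means mean replicate activation of at least 50% with a set share of replicates each reaching 50%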;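 further: 0% = median of the neutral control wells and 100% = twice that signal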
IEC-6 tox: kills IEC-6 intestinal cells in KLF5 counter-screen; AID 1825; inhibition, % at 5 µM; 290,000 compounds, 0.78% hits; IEC-6 cytotoxicity, luminescence viability; in the data active means inhibition above about 22%;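 further: 0% = plate median of test compound wells and 100% = cytotoxic reference compound wells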
KLF5 inhibitor: kruppel-like factor 5 inhibition | DLD-1 KLF5 promoter-luciferase reporter, luminescence | inhibition, % at 5 µM | 290,000 compounds, 0.23% hits;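 active means inhibition above a per-plate limit of that plate's mean compound inhibition plus 3 SD, cut at about 60% in these data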;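 further: 0% = DMSO wells and 100% = LY294002 at 200 µM; higher means less KLF5 promoter-driven luciferase light; inactives centre near -14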
HIF activator: HIF pathway transcriptional activation; U2OS HRE-luciferase reporter, luminescence; normalized: DMSO 0%, desferrioxamine 100%; activation, % at 7.5 µM (by protocol); 300,000 compounds, 0.32% hits;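 active means mean activation of at least 10% of the iron chelator positive control signal, with at least half of replicates also reaching 10%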
aSyn 5UTR inh: 5' untranslated region of α-synuclein, MLPCN primary screen | alpha-synuclein 5'UTR reporter, inhibitor activity | inhibition, % (tested at 7.5 µM) | 300,000 compounds, 0.82% hits | AID 1813; in the data active means inhibition above about 60%;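 further: H4 neuroglioblastoma cells stably carrying SNCA 5'UTR luciferase fusion; 0% = DMSO wells and 100% = positive control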
AI-2 QS modul: modulates the Vibrio harveyi AI-2 quorum sensing system | Vibrio harveyi JMH597 AI-2 luminescence/OD600 ratio, 9 h; hits give low values; strain lacks LuxN and CqsS sensors; 0 = neutral-control median | activity change, % at 7.5 µM | 300,000 compounds, 0.4% hits; in the data active means activity change below about -75%, passing the limit was not always enough;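 further: luminescence divided by OD600 gain over 9 h not by final OD600 alone; inactives centre near 13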
HSF1 inhib: HSF1 inhibition; NIH3T3-HGL HSE-luciferase, MG132-induced, luminescence 8 h; hits give low values; activity change, negative = inhibition, % at 7.5 µM (by protocol); 300,000 compounds, 0.77% hits;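 active means more than half of replicate wells show activity change below -50%, luminescence cut by over half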;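 further: luciferase reports HSF-1 transcriptional activity via heat shock element; 0% = median of DMSO wells and -100% = zero luminescence signal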
Starred values were filed as active, the others as inactive; nt = not tested or not shown. Outcome played no part in choosing rows. About 4.7% of those tested had a hit in this group.

The opening 14 records (preview)
molecule	GSK3A inh	GSK3B inh	HSP90 inh	HSF-1 act	IEC-6 tox	KLF5 inhibitor	HIF activator	aSyn 5UTR inh	AI-2 QS modul	HSF1 inhib
CC1=CC(C)(C)n2c(O)c(N=N)c3cc(C)cc1c32	-4	4	2	-1	1	-23	-0.9	26	15	-2
COc1ccccc1OCCNC(=O)C1CCCCC1	-2	0	4	0	-1	-12	0.1	-7	13	3
COC(=O)c1ccc(NC(=S)Nc2cccc(C)n2)cc1	-1	-1	2	-23	4	5	3.1	-29	3	-15
O=C(O)c1ccc(N2C(=O)CC(N3C(=O)/C(=C/c4ccc(Cl)cc4)SC3=S)C2=O)cc1 (centres undefined)	2	-3	4	11	1	-1	0.2	0	33	1
c1ccc(NC2=Nc3cccc4cccc2c34)cc1	0	2	0	36	4	-25	2.0	-10	-4	20
COC(=O)/C=C1/S/C(=N/N=C/c2ccc(N(C)C)cc2)NC1=O	1	1	0	-6	5	-13	-0.5	1	19	-6
CC(C)CCN(Cc1ccco1)S(=O)(=O)c1csc(C(N)=O)c1	3	1	-5	8	-6	-15	-0.5	0	24	-8
C/C(=N\NC(=O)c1ccc(N(C)C)cc1)c1cccnc1	2	0	-1	-1	14	-37	0.0	-10	10	2
CCO/N=C/c1ccc(OC)c(Oc2nc(OC)cc(OC)n2)c1	nt	-1	-1	5	-6	-20	-0.2	10	16	-14
NC(=O)CC(NC(=O)Cc1ccc(Br)cc1)c1ccc(N2CCN(c3ccc(F)cc3)CC2)c([N+](=O)[O-])c1 (centres undefined)	1	2	nt	28	nt	nt	0.0	19	2	8
O=C(Nc1ccc(S(=O)(=O)N2CCCCC2)cc1)C1CCCN(C(=O)c2ccc(Cl)cc2)C1 (centres undefined)	-2	1	-2	-7	-1	-5	-0.4	22	14	1
CCC(C(=O)c1ccccc1)N(C(=O)c1ccccc1Cl)N1C(=O)C2C3C=CC(C3)C2C1=O (centres undefined)	nt	3	0	10	0	-16	-0.4	12	6	6
CCOC(=O)C1(Cc2ccccc2)CCN(Cc2ccc(C3CCCCO3)s2)CC1 (centres undefined)	0	2	1	15	-2	-4	0.7	-16	4	1
CCN(CC)c1ccc(C=Nc2ccc(C)cc2)c(O)c1	-6	3	7	-16	3	-5	3.3	-3	13	-10

All compounds of this part, from the first entry:
molecule	GSK3A inh	GSK3B inh	HSP90 inh	HSF-1 act	IEC-6 tox	KLF5 inhibitor	HIF activator	aSyn 5UTR inh	AI-2 QS modul	HSF1 inhib
CC1=CC(C)(C)n2c(O)c(N=N)c3cc(C)cc1c32	-4	4	2	-1	1	-23	-0.9	26	15	-2
COc1ccccc1OCCNC(=O)C1CCCCC1	-2	0	4	0	-1	-12	0.1	-7	13	3
COC(=O)c1ccc(NC(=S)Nc2cccc(C)n2)cc1	-1	-1	2	-23	4	5	3.1	-29	3	-15
O=C(O)c1ccc(N2C(=O)CC(N3C(=O)/C(=C/c4ccc(Cl)cc4)SC3=S)C2=O)cc1 (centres undefined)	2	-3	4	11	1	-1	0.2	0	33	1
c1ccc(NC2=Nc3cccc4cccc2c34)cc1	0	2	0	36	4	-25	2.0	-10	-4	20
COC(=O)/C=C1/S/C(=N/N=C/c2ccc(N(C)C)cc2)NC1=O	1	1	0	-6	5	-13	-0.5	1	19	-6
CC(C)CCN(Cc1ccco1)S(=O)(=O)c1csc(C(N)=O)c1	3	1	-5	8	-6	-15	-0.5	0	24	-8
C/C(=N\NC(=O)c1ccc(N(C)C)cc1)c1cccnc1	2	0	-1	-1	14	-37	0.0	-10	10	2
CCO/N=C/c1ccc(OC)c(Oc2nc(OC)cc(OC)n2)c1	nt	-1	-1	5	-6	-20	-0.2	10	16	-14
NC(=O)CC(NC(=O)Cc1ccc(Br)cc1)c1ccc(N2CCN(c3ccc(F)cc3)CC2)c([N+](=O)[O-])c1 (centres undefined)	1	2	nt	28	nt	nt	0.0	19	2	8
O=C(Nc1ccc(S(=O)(=O)N2CCCCC2)cc1)C1CCCN(C(=O)c2ccc(Cl)cc2)C1 (centres undefined)	-2	1	-2	-7	-1	-5	-0.4	22	14	1
CCC(C(=O)c1ccccc1)N(C(=O)c1ccccc1Cl)N1C(=O)C2C3C=CC(C3)C2C1=O (centres undefined)	nt	3	0	10	0	-16	-0.4	12	6	6
CCOC(=O)C1(Cc2ccccc2)CCN(Cc2ccc(C3CCCCO3)s2)CC1 (centres undefined)	0	2	1	15	-2	-4	0.7	-16	4	1
CCN(CC)c1ccc(C=Nc2ccc(C)cc2)c(O)c1	-6	3	7	-16	3	-5	3.3	-3	13	-10
CN(C)CCC(=O)NCC1OCCc2ccccc21 (centres undefined)	-2	-1	-2	14	-4	-29	0.3	-4	16	-2
COc1ccc(S(=O)(=O)N2CCC(C(=O)NC3CCCC3)CC2)cc1OC	1	4	-4	2	-1	-6	-0.4	15	20	-7
CC(C)(C)C#CC(CCc1ccccc1)OS(N)(=O)=O (centres undefined)	1	4	-4	11	0	-5	0.0	2	20	3
Cc1cccn2c(=O)c3cc(C(=O)NCCCN4CCCC4=O)n(C)c3nc12	0	0	-4	1	2	-12	0.3	27	24	-1
Cc1nc(NC(=O)CN2CCOCC2)sc1C(=O)N(C)C	-3	0	4	5	3	-24	0.0	6	2	-2
O=c1[nH]c2cc3c(cc2cc1CN(Cc1cccnc1)Cc1nnnn1Cc1ccco1)OCCO3	-2	2	3	-9	-1	18	0.1	-31	35	-1
CCN(CC)S(=O)(=O)c1ccc(N2CCOCC2)c(NC(=O)c2cc([N+](=O)[O-])ccc2Cl)c1	-1	-2	0	20	-6	-21	-0.2	-164	5	3
N#Cc1c(SCC(=O)Nc2ccccc2)nsc1SCC(=O)Nc1ccccc1	-2	-3	0	-3	7	-7	0.0	10	7	-15
CC1(O)CC(c2ccc(Cl)cc2)=NN1C(=O)c1ccc([N+](=O)[O-])cc1 (centres undefined)	0	-3	1	23	9	-9	-0.2	22	14	-3
COc1ccc(C(=O)NCC(C)CN(C)C)cc1 (centres undefined)	-4	2	1	-2	6	8	0.4	12	14	-3
CCOCCCNC(=O)C(NC(=O)c1cnccn1)c1ccc(C)cc1 (centres undefined)	-2	2	2	15	0	-2	-0.5	3	9	2
O=C(CC1OC(=O)c2ccccc21)c1ccco1 (centres undefined)	-1	0	-1	49	2	-23	-0.3	-75	2	12
O=C(Nc1cccc(C(=O)O)c1)/C(=C/c1ccc2c(c1)OCO2)NC(=O)c1cccc(Br)c1	-4	-1	-1	-6	6	-7	-0.1	13	9	-7
CC1CCCN(C(=S)NCCc2ccccc2)C1 (centres undefined)	0	1	-4	12	3	-8	1.0	-102	18	13
O=S(=O)(NCc1ccco1)c1ccccc1Br	-1	-2	nt	-5	nt	nt	-4.4	11	6	-1
Cc1cccc(NS(=O)(=O)c2ccc3c(c2)CCN3C(=O)CCC(=O)O)c1	-2	-1	1	-14	2	-9	-1.0	-20	3	-4
CCSc1cc(N2CCCC2)nc(-c2ccccc2Cl)n1	0	-2	-4	-5	0	-26	-0.7	24	-2	-5
C1COCCNCCOCCOCCOCCN1	-3	2	1	6	-9	-8	0.4	14	18	-9
C=CCN1C(=O)c2cccc3c(N4CCCCC4)ccc(c23)C1=O	-1	1	-6	40	-2	-26	1.7	-66	7	13
O=C(CCS(=O)(=O)c1ccc(Br)cc1)Nc1ccc(Cl)cc1F	-2	-27	-2	2	-2	-10	-0.2	-7	24	4
COc1ccc(N2CCN(C(CNS(=O)(=O)c3cccs3)c3cccnc3)CC2)cc1 (centres undefined)	2	1	9	1	-2	3	0.0	-7	16	-5
CCOC(=O)c1ccc(N2C(=O)C(C)=C(C)C2=O)cc1	-3	1	1	-35	2	1	0.1	1	22	-33
COc1ccc(CN2CCNC(=O)C2CC(=O)N2CCCN(C(C)=O)CC2)cc1OC (centres undefined)	-3	3	-3	6	-5	6	-0.4	0	4	0
NN=C(c1cccc([N+](=O)[O-])c1)c1cccc([N+](=O)[O-])c1	0	0	nt	-2	nt	nt	-0.5	9	11	7
O=C(NC1CCCCC1)n1c(=O)oc2cc(S(=O)(=O)N3CCCCC3)ccc21	-3	2	-3	5	3	-16	0.0	-11	45	6
Cn1c(=O)c2c(ncn2CCCNC2=CC(C)(C)CC(=O)C2)n(C)c1=O	nt	3	2	-3	-1	-35	-0.8	-16	25	5
O=C(N/N=C/c1cccs1)C(=O)N1CCCC1	-2	3	4	6	-4	-24	-0.1	-4	2	-5
C=CCn1cccc(C(=O)Nc2ccc(OC)c(Cl)c2)c1=O	-3	0	-2	15	8	-72	2.3	-84	29	10
COCC(C)n1c(C)cc(C(=O)COC(=O)c2ccc(N3CCCC3=O)cc2)c1C (centres undefined)	0	-2	3	-1	2	4	-0.8	32	42	-6
O=C(CCc1nc(-c2ccccn2)no1)NCc1ccc2c(c1)OCO2	-1	-1	2	13	-1	-8	-0.4	3	17	0
CCCC1=C(C(=O)OCC)C(c2cccs2)C(C#N)=C(N)O1 (centres undefined)	2	-1	-1	-3	-2	-22	0.1	-18	-3	-3
COC(=O)c1c(C(=O)OC)c2oc3ccccc3n2c1Cl	0	1	-1	-35	7	-22	-0.3	9	17	-16
CSCCC(NS(=O)(=O)c1ccc(Cl)cc1)C(=O)OCC(=O)c1ccc(F)cc1 (centres undefined)	-5	-1	3	3	0	-11	0.4	22	18	11
COc1ccc(-c2csc(N=C(N)N)n2)cc1	-1	2	2	-5	13	-76	3.2	-141	-3	-4
COCCNS(=O)(=O)c1cc(F)ccc1OC	0	2	2	5	-1	13	0.5	-6	4	-7
COC(=O)c1sccc1NC(=O)c1ccccc1	0	0	0	-8	6	-2	-0.1	-22	14	2
Cc1cccc(C2c3[nH]c4ccccc4c3CCN2C(=O)c2nn(C)c(=O)c3ccccc23)n1 (centres undefined)	-2	3	-3	4	4	-5	-0.7	30	5	2

Screening data: PubChem BioAssay, several laboratories
